Screening results (PubChem BioAssay)
tuberculosis growth: growth inhibition of non-replicating M. tuberculosis (AID 488890); Mycobacterium tuberculosis non-replicating, growth inhibition; higher % means a stronger effect; inhibition, % at 25 µM, or IC50 in µM where a hit was titrated; actives 0.39% (n = 320,000); in the data active means a potency from the dose series; inconclusive means inhibition mostly from about 82% at the one dose, without a potency; inactive means the rest, 99 in 100 with inhibition below about 76%;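 further: plate controls were DMSO cells for no effect and high antibiotic wells for full effect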
inhibitors of VEEV: inhibitors of VEEV TC-83 cytopathic effect, confirmation, Vero cells (AID 588727); Vero cells, VEEV TC-83 cytopathic effect inhibition; higher % means a stronger effect; inhibition, % at 20 µM; hits with a dose series show IC50 in µM; actives 0.13% (n = 350,000); in the data active means a potency from the dose series; inconclusive means inhibition mostly from about 14% at the one dose, without a potency; inactive means the rest, 99 in 100 with inhibition below about 12%; further: strong numbers were not always called active
Salmonella PhoP GFP: Inhibition of PhoP regulon, Salmonella typhi GFP reporter cells, confirmation, 4 h (AID 1850); actives 0.33% (n = 310,000); Salmonella Typhi PhoP-promoter GFP reporter, fluorescence, 4 h; higher % means a stronger effect; inhibition, % at 50 µM, or IC50 in µM where a hit was titrated; in the data active means a potency from the dose series; inconclusive means inhibition mostly from about 25% at the one dose, without a potency; inactive means the rest, 99 in 100 with inhibition below about 19%;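 further: 0% = induced wells with vehicle and 100% = uninduced wells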
H1N1 NS1A inhibition: H1N1 influenza NS1A inhibitors, functional cell based assay (AID 504329); NS1A functional cell-based assay, percent inhibition; higher % means a stronger effect; inhibition, % at 12.5 µM, or IC50 in µM where a hit was titrated; actives 0.3% (n = 340,000); in the data active means a potency from the dose series; inconclusive means inhibition above about 27% without an active follow-up result; further: strong numbers were not always called active
H37Rv inhibition: M. tuberculosis growth inhibition, HTS (AID 449762) | actives 0.59% (n = 330,000) | one-dose inhibition, % at 25 µM; IC50 in µM for titrated hits | M. tuberculosis H37Rv growth inhibition, 7H9 media; higher % means a stronger effect; in the data active means a potency from the dose series; inconclusive means inhibition above about 70% without an active follow-up result;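 further: bacterial growth assessed after seven days of incubation; strong numbers were not always called active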
inhibitors of VEEV 10K pilot screen: second read-out of inhibitors of VEEV, no call of its own (marks repeat the call); inhibition, %; measured here: 10K pilot screen inhibition
* = called active by the depositor; i = inactive; ? = inconclusive; · = not tested or not shown. Hits appear at their usual frequency, and some 1.6% of all compounds hit somewhere here.

SMILES | tuberculosis growth | inhibitors of VEEV | Salmonella PhoP GFP | H1N1 NS1A inhibition | H37Rv inhibition | others
C/C=C/c1ccc(OCCCCN2C(=O)NC(C)(C)C2=O)c(OC)c1 | -13% | i | -11% | -4% | -7%
Cc1ccc(NC(=O)CSc2nn(-c3ccccc3)c(=S)s2)cc1S(=O)(=O)N(C)C | 10% | 7.4% | -16% | 7% | -11%
O=C(COc1ccccc1F)Nc1ccc2[nH]c(=O)[nH]c2c1 | -16% | 0.5% | 5% | 2% | -3%
CCOC(=O)c1sc(C)c2c(=O)n(Cc3ccc(Cl)cc3)c(C)nc12 | 24% | 3.8% | 4% | 9% | 2%
O=C(CSc1nnnn1-c1ccc(F)cc1)Nc1ccccc1F | 6% | 0.4% | -3% | -2% | -2%
CC(C)C(NC(=O)c1ccccc1F)C(=O)Nc1nccs1 (stereo not drawn) | 4% | 0.8% | 12% | 11% | 0%
Cc1ccc(-c2nnc(-c3cccc4ccccc34)o2)cc1 | · | i | · | -3% | ·
O=C(Nc1cc(Cl)ccc1Cl)C1CC(=O)N(c2ccccc2)C1 (stereo not drawn) | -1% | 0.6% | 3% | 6% | -5%
Cc1cc(C)c(S(=O)(=O)N2CCN(C(=O)c3cc4ccccc4o3)CC2)c(C)c1 | · | 8.9% | · | 12% | ·
Cc1ccc(N/C=C2\CCCCC2=O)nc1 | 1% | 0.4% | -7% | -4% | 4%
O=C(c1ccc(Cl)c(F)c1F)N1CCOCC1 | -9% | 5.6% | 2% | 15% | 3%
N#CC1(C#N)CC(C=O)=C(N)C1(C#N)CC(=O)c1ccc(F)cc1 (stereo not drawn) | 2% | 0.1% | -14% | 0% | -9%
C/C(=N\NC(=S)NCCc1ccccc1)c1cccc(Br)c1 | 71% | 0.8% | -4% | 5% | -3%
O=C(CO/N=C/c1ccccc1O)N1CCc2ccccc21 | 5% | 0.4% | -2% | -5% | -2%
c1ccc(C2=NC(c3ccccc3)N=C(c3ccccc3)N2)cc1 | 8% | 4.3% | -13% | 3% | 5%
CCOC(=O)c1c(/N=C/N(C)C)sc2c1CCC2 | 5% | 0.5% | 3% | -1% | -6%
Cc1cc(Cl)ccc1NC(=O)CCN1C(=O)NC(C)(C)C1=O | 3% | 1.8% | · | -4% | -8%
CCOC(=O)c1nccnc1C(=O)Nc1ccc(C(F)(F)F)cc1 | -1% | 0.6% | -2% | -1% | -10%
O=[N+]([O-])c1ccccc1CNCCc1c[nH]c2ccccc12 | 16% | i | -5% | 0% | -8%
Cc1noc(C)c1NC(=O)Nc1ccc2c(c1)C(=O)N([C@H](C)CO)C[C@H](C)[C@@H](CN(C)C(=O)Nc1ccc(C(F)(F)F)cc1)O2 | 5% | 0.2% | · | 5% | 5%
CCOC(=O)c1ccc(N(CC2CO2)S(=O)(=O)c2ccc(C)cc2)cc1 (stereo not drawn) | · | 1.6% | · | -8% | ·
CCN(CC)C(=O)C1CCN(S(=O)(=O)c2ccc3c(c2)CCCN3C(=O)C2CCC2)CC1 | -5% | i | 3% | -3% | -3%
COc1ccc(/C(N)=N/OC(=O)Oc2ccccc2)cc1 | 8% | 1.8% | -3% | 7% | -13%
COc1ccccc1-c1cn[nH]c1-c1ccc(OCc2ccc(F)cc2)cc1O | -3% | 3.8% | 15% | -3% | 54%
Cc1onc(-c2ccncc2)c1C(=O)O | 2% | 1.3% | -9% | 9% | 1% | inhibitors of VEEV 10K pilot screen=1.1
CN1C2CCC1CC(NC(=O)CSc1ccc(Cl)cc1)C2 (stereo not drawn) | -5% | i | -2% | 1% | -11%
CCOC(=O)C(NC(C)=O)C(O)c1ccc([N+](=O)[O-])cc1 (stereo not drawn) | -15% | 0.9% | 3% | -1% | -6%
O=C(C(=O)N1CCOCC1)c1cn(CC(=O)N2CCCCC2)c2ccccc12 | -9% | 1.6% | -5% | 20% | -16%
CCn1c(CC(=O)Nc2ccc(C)c(Cl)c2)nnc1SCC(=O)Nc1nc(C)cs1 | 8% | 2.6% | -11% | 0% | 4%
N#CNC(=Nc1ccc(Cl)cc1)Oc1ccccc1 | -5% | 1.7% | -1% | 0% | 5%

Arranged by SMILES length (highest first): part of the list above
SMILES | tuberculosis growth | inhibitors of VEEV | Salmonella PhoP GFP | H1N1 NS1A inhibition | H37Rv inhibition | others
CCN(CC)C(=O)C1CCN(S(=O)(=O)c2ccc3c(c2)CCCN3C(=O)C2CCC2)CC1 | -5% | i | 3% | -3% | -3%
CCn1c(CC(=O)Nc2ccc(C)c(Cl)c2)nnc1SCC(=O)Nc1nc(C)cs1 | 8% | 2.6% | -11% | 0% | 4%
O=C(C(=O)N1CCOCC1)c1cn(CC(=O)N2CCCCC2)c2ccccc12 | -9% | 1.6% | -5% | 20% | -16%
COc1ccc(/C(N)=N/OC(=O)Oc2ccccc2)cc1 | 8% | 1.8% | -3% | 7% | -13%
Cc1onc(-c2ccncc2)c1C(=O)O | 2% | 1.3% | -9% | 9% | 1% | inhibitors of VEEV 10K pilot screen=1.1

Further structures follow.
SMILES | tuberculosis growth | inhibitors of VEEV | Salmonella PhoP GFP | H1N1 NS1A inhibition | H37Rv inhibition | others
Cc1ccccc1OCCC(=O)OCC(=O)NCCNC(=O)COC(=O)CCOc1ccccc1C | 31% | 2.3% | -2% | 0% | -2%
CC1CCCCC1NC(=O)C1CCN(S(=O)(=O)N2CCCCCC2)CC1 (stereo not drawn) | 3% | 4.4% | -7% | 2% | -17%
O=C(NCC(c1ccco1)N1CCc2ccccc2C1)c1cccc(F)c1 (stereo not drawn) | 1% | 8.9% | 3% | -8% | 8%
CN1CCN(C(=O)C2CCN(S(=O)(=O)c3ccc4c(c3)oc(=O)n4C)CC2)CC1 | · | 1.8% | -2% | 6% | -20%
CN1C(=O)/C(=C/c2ccc(O)c([N+](=O)[O-])c2)NC1=S | -12% | 1.3% | 5% | 10% | 22%
Cc1cccc(OCc2nnc(SCC(=O)NCCc3ccccc3)o2)c1 | ? | 0.0% | 4% | -4% | ?
O=C(Oc1ccc(N2C(=O)CCC2=O)cc1)c1ccccc1Cl | 28% | 0.2% | -1% | 17% | 7%
Cc1cc(S(=O)(=O)Nc2cccc([N+](=O)[O-])c2)c(C)s1 | 9% | i | -7% | -24% | 0%
Cc1ccc(/C(O)=C2/C(=O)C(=O)N(CC(=O)O)C2c2ccc([N+](=O)[O-])cc2)cc1 (stereo not drawn) | -1% | 0.8% | -5% | -5% | -6%
Cc1ccc(S(=O)(=O)N2CCCCC2)cc1NC(=O)CNCc1ccco1 | 11% | 7.0% | 12% | -19% | -1%

Entries above containing a COOH group:
SMILES | tuberculosis growth | inhibitors of VEEV | Salmonella PhoP GFP | H1N1 NS1A inhibition | H37Rv inhibition | others
Cc1onc(-c2ccncc2)c1C(=O)O | 2% | 1.3% | -9% | 9% | 1% | inhibitors of VEEV 10K pilot screen=1.1
Cc1ccc(/C(O)=C2/C(=O)C(=O)N(CC(=O)O)C2c2ccc([N+](=O)[O-])cc2)cc1 (stereo not drawn) | -1% | 0.8% | -5% | -5% | -6%

Remaining list, next part:
SMILES | tuberculosis growth | inhibitors of VEEV | Salmonella PhoP GFP | H1N1 NS1A inhibition | H37Rv inhibition | others
Cc1ccc(C(=O)N2CCN(c3nc4ccccc4n3C)CC2)cc1 | 1% | 0.2% | -8% | 4% | 2%
Cc1cc(C)cc(-c2nnc(SCC(=O)Nc3cc(C)on3)o2)c1 | · | 6.4% | · | 1% | ·
O=C(Nc1ncc(Br)s1)C1CCCN1S(=O)(=O)c1cccc2cccnc12 (stereo not drawn) | 8% | 1.3% | 9% | -5% | 7%
CC(C(=O)Nc1nc(-c2ccc(F)c(F)c2)cs1)N1C(=O)C2CC=CCC2C1=O (stereo not drawn) | 24% | 3.3% | · | -14% | -3%
CCn1c(SCC(=O)N2CCc3ccccc3C2)nc2sc(C)c(C)c2c1=O | 7% | 2.2% | -4% | 4% | -1%
CCC(=O)Nc1ccc(C(=O)N/N=C/c2cc(Br)c(OC)cc2OC)cc1 | -11% | 1.6% | 3% | -6% | 3%
COc1ccc(C(=O)OCC(=O)c2c(N)n(C)c(=O)n(C)c2=O)cc1OC | -4% | 0.8% | 5% | 1% | 5%
COc1ccc(CCNC(=O)CNC(=O)c2ccc3c(c2)OCO3)cc1OC | -3% | 1.7% | 5% | 8% | 3%
CC(=O)c1c(C)[nH]c(C(=O)NCc2cccc(Cl)c2)c1C | 45% | i | -15% | 5% | 2%
COc1cccc(-c2csc(N3CCN(C(=O)C4CCCCC4)CC3)n2)c1 | 25% | i | -8% | 5% | 7%
O=C1c2ccccc2CCCC12N=NCC2c1cccc2ccccc12 (stereo not drawn) | 32% | 2.3% | -1% | 2% | -2%
COc1ccc(OC)c(S(=O)(=O)Nc2ccc3c(c2)N(C(C)=O)CCC3)c1 | -3% | 1.2% | 5% | -2% | 4%
COc1ccc(C)cc1S(=O)(=O)N1CCN(S(=O)(=O)c2cc(C)ccc2OC)CC1 | 36% | 3.2% | -3% | -4% | -2%
CCOCCCNC(=O)C(c1ccc(C)cc1)N1CCOCC1 (stereo not drawn) | · | i | 8% | -4% | -4%
Cc1ccc(S(=O)(=O)N2CCC(C(=O)OCC(=O)NCCc3ccccc3)CC2)cc1C | · | 3.2% | 0% | -1% | 2%
CCOP(=O)(CC(C(C)=O)C(O)c1ccccc1)OCC (stereo not drawn) | -34% | 0.2% | 3% | 0% | -4% | inhibitors of VEEV 10K pilot screen=0.2
O=C1c2cccnc2C(=O)N1Cc1ccc(S(=O)(=O)N2CCOc3ccccc32)cc1 | -14% | 3.4% | 2% | 3% | 0%
C=CCOC(=O)C1=C(C)OC(N)=C(C#N)[C@@]12C(=O)N(CC(N)=O)c1ccccc12 | -16% | 3.3% | 13% | 6% | -6%
N#Cc1cc([N+](=O)[O-])ccc1NC(=O)COC(=O)CCC1CCCCC1 | 23% | · | 3% | · | 2%
NC(=O)COC(=O)c1cc(-c2ccco2)nc2ccccc12 | -4% | 1.0% | 20% | 18% | -4%
COc1ccccc1NC(=O)CCc1c(C)nc2c(-c3ccc(F)cc3)c(C)nn2c1C | -10% | 0.9% | -1% | -7% | -1%
O=S(=O)(Nc1ccc(-c2ccc3nncn3n2)cc1)c1ccccc1Cl | -22% | 9.6% | 2% | -2% | -1%
CC(=O)c1ccc(NC(=O)CCCCCn2nnc3ccccc3c2=O)cc1 | -3% | 0.9% | 13% | -1% | -6%
O=C1N(c2cccc(Cl)c2)C(c2ccc(Cl)cc2)N2CCCN12 (stereo not drawn) | 26% | 0.6% | -3% | -2% | 11%
Cc1nnc(NC(=O)CSc2nnc(CC(=O)Nc3ccccc3F)n2C)s1 | 2% | i | 5% | 2% | 12%
CN(C)CCCN(C(=O)c1ccc(S(=O)(=O)N2CCCCCC2)cc1)c1nc2ccc(F)cc2s1 | 18% | ? | 3% | 10% | 10%
O=C(CNC(=O)c1cccs1)NCCc1ccco1 | 5% | 1.0% | · | -4% | 4%
CCOC(=O)c1c(N)sc(C(=O)N2CCCC2)c1C | -6% | 2.7% | 3% | 7% | 6%
